All columns: NCI-60 one-dose screen, growth in % after 48 h at 10 µM unless noted; 100 = growth as untreated, 0 = no growth, -100 = all killed.
A498: A498 renal cancer cells | 76,000 tested, 5.4% active | AID 1794774
CAKI-1: CAKI-1 renal cancer; 75,000 tested, 4.7% active
SN12C: SN12C renal cancer cells | 81,000 tested, 3.8% active
TK-10: TK-10 renal cancer cells; 81,000 tested, 3.9% active; AID 1794769
PC-3: PC-3 prostate cancer cells; 80,000 tested, 3.9% active; AID 1794754
ACHN: ACHN renal cancer. 81,000 tested, 4.9% active. AID 1794771
UO-31: UO-31 renal cancer. 81,000 tested, 5.2% active. AID 1794768
RXF 393: RXF 393 renal cancer cells; 77,000 tested, 6.9% active
786-0: 786-0 renal cancer cells; 81,000 tested, 5.1% active
The depositor's hits bear a star; x = not tested or not shown; [ ] = dose if it differs, or a comment. Rule for the calls: active = growth percent below 10; inactive = the rest. Hits appear at their usual frequency; any-hit rate near 11%.

[1] N#Cc1nc(-c2ccccc2)oc1N1CCCC1CO (configuration not stated)
[2] O=[N+]([O-])c1ccc(-c2cn(-c3ccc(Cl)cc3)cn2)cc1
[3] C/C=C(C)/C=N/Nc1nc(-c2ccc(Br)cc2)cs1
[4] COc1ccc(Nc2nc(/N=C/c3ccc(O)cc3)n[nH]2)cc1
[5] CC1N/C(=C/c2ccccc2)C(=O)O1 (configuration not stated)
[6] Ic1ccc2c(c1)C1c3ccccc3C2c2ccccc21

compound no. | 1 | 2 | 3 | 4 | 5 | 6
A498 | 78.4 | 97.3 | 101.6 | 125.7 | 100.3 | 113.7
CAKI-1 | 91.5 | 95.8 | 88.8 | 99.0 | 106.4 | 74.5
SN12C | 93.3 | 99.4 | 97.7 | 109.1 | 93.5 | 88.4
TK-10 | 105.0 | 101.9 | 107.6 | 106.4 | 102.3 | 102.0
PC-3 | 111.4 | 94.4 | 91.9 | 107.6 | 97.0 | 72.3
ACHN | 102.6 | 103.6 | 97.1 | 109.5 | 104.0 | 84.8
UO-31 | 96.4 | 87.3 | 77.2 | 87.3 | 75.3 | 61.5
RXF 393 | 104.8 | 95.3 | 130.7 | 111.0 | 114.8 | 88.4
786-0 | 105.2 | 94.7 | 101.2 | 105.1 | 101.1 | 102.8

[7] COc1cccc(C2CC(=O)Nc3c(-c4cccc(F)c4)nsc32)c1 (configuration not stated)
[8] O=C(CN1C(=O)/C(=C/c2cccs2)SC1=S)NCCc1c[nH]c2ccccc12
[9] CN1NC(=O)CC1c1ccccc1 (configuration not stated)
[10] Cc1cc2c(-c3nc4ccccn4c3NC3CCCCC3)c(O)c(O)cc2c(O)c1-c1c(C)cc2c(-c3nc4ccccn4c3NC3CCCCC3)c(O)c(O)cc2c1O
[11] COc1ccc(C2(Cl)c3ccccc3N(c3ccccc3)c3ccccc32)cc1
[12] COC(=O)CC[C@@H]1O[C@@H](c2ccc(F)cc2)C[C@H]1O

compound no. | 7 | 8 | 9 | 10 | 11 | 12
A498 | 82.3 | 104.0 | 78.8 | 71.4 | -26.5* | 112.6
CAKI-1 | 83.8 | 86.4 | 114.9 | x | 7.4* | x
SN12C | 95.0 | 93.1 | 104.0 | 33.0 | -1.5* | 99.6
TK-10 | 86.9 | 144.1 | 107.2 | 27.5 | 8.7* | x
PC-3 | 87.8 | 89.7 | 100.5 | 18.4 | -24.4* | 95.4
ACHN | 92.5 | 97.5 | 100.0 | 18.8 | 4.9* | 102.1
UO-31 | 68.9 | 52.1 | 86.0 | 35.3 | 7.5* | 101.0
RXF 393 | 89.9 | 102.5 | 107.0 | 39.0 | -28.4* | 105.9
786-0 | 75.5 | 99.4 | 104.7 | 72.4 | -48.8* | 91.0

[13] C[C@H]1[C@H](C)CC[C@]2(C(=O)O)CC[C@]3(C)C(=CC[C@@H]4[C@@]5(C)C/C(=C/c6ccncc6)C(=O)C(C)(C)[C@@H]5CC[C@]43C)[C@H]12
[14] O=C(CSc1nc2ccccc2[nH]1)Nc1ccc(Br)cc1
[15] Cc1cc(OCC(=O)Nc2ccccc2)nc2[nH]c(=O)sc12
[16] CCOC(=O)c1ccc(NS(=O)c2ccccc2)cc1 (configuration not stated)
[17] Cc1cc(C(C)(C)C)cc(Cc2cc(C(C)(C)C)cc(C=O)c2O)c1O
[18] c1ccc2c(c1)sc1c(-c3ccc(C4CC4)o3)cccc12

compound no. | 13 | 14 | 15 | 16 | 17 | 18
A498 | 78.9 | 64.0 | 106.6 | 96.6 | 90.6 | 80.5
CAKI-1 | 63.8 | 64.5 | 86.6 | 79.6 | x | 84.6
SN12C | 77.4 | 81.7 | 100.7 | 136.2 | 104.9 | 94.1
TK-10 | 91.6 | 101.2 | 98.5 | 101.5 | 120.4 | 131.5
PC-3 | 47.5 | 93.8 | 102.8 | 76.3 | 83.9 | 99.4
ACHN | 74.3 | 79.5 | 104.2 | 93.8 | 80.2 | 91.1
UO-31 | 59.1 | 56.5 | 86.9 | 74.0 | 61.0 | 71.0
RXF 393 | 92.4 | 92.7 | 102.1 | 104.7 | 107.9 | 113.7
786-0 | 85.3 | 87.6 | 101.5 | 94.8 | 84.4 | 106.1

[19] O=C(O)c1ccc(-n2cc(/C=N/Nc3c(F)c(F)cc(F)c3F)c(-c3ccc(F)c(F)c3)n2)cc1
[20] COc1cc(C(=O)NN=C2c3ccccc3-c3ccccc32)cc(OC)c1OC
[21] Cc1ccc(-c2nnc(SCc3nc(N)nc(Nc4ccccc4)n3)n2-c2ccccc2)cc1
[22] O=C(O)c1ccc(-n2cc(CNc3cc(F)cc(C(F)(F)F)c3)c(-c3ccc(F)cc3)n2)cc1
[23] COc1cc(CNC(=O)c2cc(OC)c(OC)c(OC)c2)ccc1O
[24] COc1ccc(C(=O)c2c[nH]c(C(=O)O)c2-c2ccc(OC)cc2)cc1

compound no. | 19 | 20 | 21 | 22 | 23 | 24
A498 | 94.8 | 6.7* | 69.1 | 96.2 | 89.5 | 97.3
CAKI-1 | x | 24.6 | 89.7 | 63.9 | 95.2 | 87.0
SN12C | 86.2 | 41.6 | 97.4 | 103.0 | 95.8 | 117.8
TK-10 | 105.9 | 55.5 | 105.9 | 136.9 | 104.5 | 91.2
PC-3 | 71.2 | 31.0 | 94.8 | 85.7 | 99.1 | 103.3
ACHN | x | 46.4 | 91.4 | 86.5 | 100.7 | 111.2
UO-31 | 81.6 | 46.5 | 77.0 | 71.2 | 78.0 | 96.6
RXF 393 | 95.7 | 16.7 | 86.7 | 136.4 | 112.1 | 104.6
786-0 | 99.2 | 41.9 | 95.4 | 100.9 | 101.7 | 97.9

[25] COc1cc(C2CC(c3ccc(Nc4ccnc5cc(Cl)ccc45)cc3)=NN2c2ccc(Cl)cc2)cc(OC)c1OC (configuration not stated)
[26] Fc1ccc(Br)cc1Br
[27] CSc1ccc2c(c1)N(C(=O)/C(C#N)=C/c1ccc(C(F)(F)F)cc1)c1ccccc1S2
[28] Oc1ccc(-c2nc3cc4nc5ccccc5[nH]c4cc3n2)cc1
[29] C=CC(=O)Nc1cccc(-c2nc(SC)nc(NCC(C)C)c2C#N)c1
[30] Cc1c(NS(=O)(=O)c2ccccc2)c(C)c(NS(=O)(=O)c2ccccc2)c(C)c1NS(=O)(=O)c1ccccc1

compound no. | 25 | 26 | 27 | 28 | 29 | 30
A498 | 52.3 | x | 92.4 | 102.7 | 28.7 | 87.9
CAKI-1 | 18.6 | 101.2 | 61.6 | 91.1 | 63.5 | 92.3
SN12C | 59.5 | 104.8 | 86.9 | 90.3 | 46.2 | 106.4
TK-10 | 64.1 | 115.8 | 91.0 | 126.0 | 100.7 | 87.2
PC-3 | 36.4 | 102.6 | 82.2 | 85.1 | 83.2 | 76.6
ACHN | 38.0 | 104.9 | 89.8 | 84.0 | 70.1 | 94.6
UO-31 | 18.4 | 82.0 | 70.1 | 74.0 | 42.4 | 92.7
RXF 393 | 60.4 | 138.8 | 92.4 | 95.7 | 49.7 | x
786-0 | 68.8 | 97.7 | 87.0 | 92.1 | 83.7 | 97.8

[31] O=C(C1CCCCC1)[C@@H]1[C@]2(C(=O)NC3CCCCC32)[C@@H]2CCCN2[C@@]12C(=O)NC1CCC(Cl)CC12 (some centres not stated)
[32] CC(=O)/C(=C/N1CCNC1=S)C(=O)Nc1ccccc1C
[33] COc1ccc(-c2nc3ccc(/C=C/C(=O)c4cccc(N)c4)cc3s2)cc1
[34] Cn1cc(-c2noc(-c3cn(C)c4ncc(Br)cc34)n2)c2cc(Cl)ccc21
[35] Cc1ccc2nc(COc3ccc(NC(=S)NCCc4ccccc4)cc3)[nH]c2c1
[36] O=c1c2cc(F)ccc2sc2c(NCCCN3CCCC3)nc3ccccc3c12

compound no. | 31 | 32 | 33 | 34 | 35 | 36
A498 | -94.8*[100 µM] | 71.3 | 90.6 | 84.8 | 124.5 | 46.6
CAKI-1 | -82.7*[100 µM] | 97.4 | 94.3 | 50.8 | 90.1 | 30.4
SN12C | -80.0*[100 µM] | 91.8 | 85.1 | 50.5 | 94.4 | 42.3
TK-10 | -81.1*[100 µM] | 106.3 | 99.7 | 64.7 | 117.1 | 57.9
PC-3 | -87.9*[100 µM] | 93.0 | 94.7 | 80.3 | 90.7 | 43.8
ACHN | -97.8*[100 µM] | 100.9 | 112.1 | 31.8 | 97.9 | 41.8
UO-31 | -73.0*[100 µM] | 101.5 | 91.2 | 71.8 | 91.2 | 15.1
RXF 393 | -66.6*[100 µM] | 104.9 | 113.7 | 104.7 | 117.0 | 22.7
786-0 | -80.8*[100 µM] | 99.1 | 89.9 | 53.7 | 94.3 | 37.1

[37] O=[N+]([O-])c1nccn1CC(O)CCN1CCOCC1 (configuration not stated)
[38] CSC1=C(C#N)C(N)=NN2C(=N1)C(c1nc3ccccc3s1)=Cc1cc(Br)ccc12
[39] CCOC(=O)CC1CSC(Nc2ccc(C(=O)O)cc2)=N1 (configuration not stated)
[40] Cc1cc(C)c2[nH]c(=O)c(C(c3nnnn3Cc3ccc4c(c3)OCO4)N3CCN(C)CC3)cc2c1 (configuration not stated)
[41] O=COCC(O)COC=O
[42] Clc1ccc(NC2=NCCN=C(Nc3ccc(Cl)c(Cl)c3)SS2)cc1Cl

compound no. | 37 | 38 | 39 | 40 | 41 | 42
A498 | 97.7 | 93.8 | 96.1 | 102.0 | 116.0 | 83.4
CAKI-1 | 38.2 | 95.4 | 91.6 | 97.7 | 100.2 | 70.9
SN12C | 91.0 | 88.2 | 102.2 | 107.9 | 108.7 | 86.2
TK-10 | 76.8 | 132.6 | 93.5 | 115.1 | 100.5 | 71.0
PC-3 | 108.6 | 68.2 | 107.1 | 111.0 | 104.9 | 75.5
ACHN | 94.9 | 85.0 | 99.0 | 106.4 | 105.1 | 91.7
UO-31 | 97.0 | 55.8 | 94.6 | 103.5 | 88.0 | 48.6
RXF 393 | 97.9 | 106.7 | 102.4 | 114.0 | x | 92.3
786-0 | 107.5 | 102.1 | 99.5 | 97.9 | 101.7 | x

The final 2 entries of the part above are carried over, then new ones follow:
[41] O=COCC(O)COC=O
[42] Clc1ccc(NC2=NCCN=C(Nc3ccc(Cl)c(Cl)c3)SS2)cc1Cl
[43] N#C/C(=C\c1ccc(-c2ccc(Br)cc2)o1)c1nc(-c2ccco2)cs1
[44] CCCCS(=O)(=O)Nc1ccc(C(=O)NNC(C)=O)cc1
[45] CCCCOc1ncnc2c1CC(C)c1cc(Cl)ccc1N2C (configuration not stated)
[46] CC(C)(C)OC(=O)COc1ccc([N+](=O)[O-])cc1Cl
[47] COc1ccc(/C=C2\N=C3N(N=C(c4ccccn4)N3c3ccccc3)C2=O)cc1
[48] Oc1ccc([S+](c2ccc(O)cc2)c2ccc(O)cc2)cc1

compound no. | 41 | 42 | 43 | 44 | 45 | 46 | 47 | 48
A498 | 116.0 | 83.4 | 101.2 | 105.8 | 131.0 | 108.9 | 111.6 | 71.3
CAKI-1 | 100.2 | 70.9 | 88.8 | 96.5 | 87.0 | 100.1 | 82.2 | 101.6
SN12C | 108.7 | 86.2 | 92.3 | x | 99.9 | 102.4 | 97.4 | 95.2
TK-10 | 100.5 | 71.0 | 38.7 | 94.1 | 105.1 | 128.6 | 156.1 | 114.5
PC-3 | 104.9 | 75.5 | 91.5 | 88.3 | 87.5 | 104.0 | 90.9 | 97.9
ACHN | 105.1 | 91.7 | 95.8 | 101.4 | 89.1 | 106.9 | 89.9 | 106.0
UO-31 | 88.0 | 48.6 | 74.7 | 86.7 | 83.0 | 101.5 | 67.8 | 87.5
RXF 393 | x | 92.3 | 100.8 | 104.4 | 116.8 | 117.4 | 110.4 | 94.6
786-0 | 101.7 | x | 98.8 | 94.1 | 92.7 | 105.3 | 100.5 | 106.3

[49] O=C(Nc1ccccc1)Nc1ccccc1CNc1nc(Nc2ccc(OCCN3CCCC3)cc2)ncc1Cl
[50] CN(C)c1ccc(-c2c(C#N)c(N)nn2-c2ncc(C#N)c(N)n2)cc1
[51] CCOC(=O)N1CCN(CCCCOc2ccccc2N)CC1
[52] C/C(=C/Cl)n1cnc2c(Nc3ccccn3)nc(Cl)nc21
[53] COc1ccc(-c2cc(-c3ccccc3)nc(Nc3nc4ccccc4[nH]3)n2)cc1
[54] CC1=C(C#N)C2=NNCC(c3ccccc3)=NN2C(c2ccccc2)=C1
[55] Cc1cccc(C[C@H](NC(=O)Nc2ccc(Cl)cc2F)C(=O)N[C@@H]2C(=O)N3C[C@H](O)C[C@H]3C(=O)N3CCCC[C@H]3C(=O)N[C@@H](C)C(=O)N3C[C@H](C)C[C@H]3C(=O)O[C@H]2C)c1

compound no. | 49 | 50 | 51 | 52 | 53 | 54 | 55
A498 | 31.5 | 86.2 | 92.3 | 107.2 | 121.1 | 132.0 | -4.8*
CAKI-1 | 62.7 | x | 96.0 | 95.9 | 108.6 | 99.8 | 8.1*
SN12C | 57.8 | 93.3 | 97.3 | 95.5 | 102.1 | 105.5 | 9.6*
TK-10 | 94.8 | 89.5 | 101.9 | 111.6 | 106.7 | 102.7 | 29.2
PC-3 | 76.1 | 101.4 | 82.0 | 94.8 | 115.8 | 106.1 | 8.0*
ACHN | 18.2 | 99.4 | 99.5 | 109.6 | 100.1 | 109.8 | 8.9*
UO-31 | 39.6 | 71.4 | 77.9 | 84.1 | 89.1 | 91.2 | 10.3
RXF 393 | 33.7 | 78.8 | 112.8 | 97.0 | 122.4 | 131.2 | -18.1*
786-0 | 9.4* | 98.6 | 97.7 | 103.0 | 107.9 | 98.2 | 11.0

Gathered by group: the entries above containing a tert-butyl group (2)
[17] Cc1cc(C(C)(C)C)cc(Cc2cc(C(C)(C)C)cc(C=O)c2O)c1O
[46] CC(C)(C)OC(=O)COc1ccc([N+](=O)[O-])cc1Cl

compound no. | 17 | 46
A498 | 90.6 | 108.9
CAKI-1 | x | 100.1
SN12C | 104.9 | 102.4
TK-10 | 120.4 | 128.6
PC-3 | 83.9 | 104.0
ACHN | 80.2 | 106.9
UO-31 | 61.0 | 101.5
RXF 393 | 107.9 | 117.4
786-0 | 84.4 | 105.3

Screening data as filed in PubChem BioAssay.
